Compound activity as filed in PubChem.
ABCG2 block = ABCG2 efflux pump inhibitors, primary screen, multiplex with ABCB1, IgMXP3 cells, flow cytometry; inhibition, % at 6.6 µM; JC-1 efflux; 0.1% of 190,000 active; AID 1325, 2008;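 active = inhibition above 80%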;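 note: 0% = DMSO and 100% = nicardipine control wells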
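Test system: IgMXP3 (ABCG2) plus far-red-tagged CCRF-Adr (ABCB1) cells. Reagent: JC-1 dye as substrate. Timing: 10 min exposure at 25 °C with rotation, no wash. Measured by: flow cytometric JC-1 green MFI at 530 nm. Read-out: percent efflux inhibition, scaled nicardipine 100% to DMSO 0%. Control set: nicardipine and DMSO wells.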
Rac1 act GTP bind = GTP binding modulators of activated mutant Rac1, primary screen, biochemical, bead-based flow cytometry, multiplex, fluorescent GTP; percent activity (GTP binding), % at 10 µM; AID 764, 2007; Ras-related C3 botulinum toxin substrate 1 (Homo sapiens), P63000; GST-Rac1 activated beads; actives lie on both sides; 100% means binding = to untreated wells; 0.11% of 190,000 active;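 active = GTP binding at least 20 percentage points away from the 100% baseline, in either direction, so actives lie on both sides; inconclusive = Compound likely fluorescent itself, or too few beads counted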
HRas wt GTP bind = modulators of GTP binding to HRas wildtype, primary screen, biochemical, bead-based flow cytometry, multiplex; GTPase HRas (Homo sapiens), P01112; GST-Ras wt beads, Bodipy-FL-GTP binding; actives lie on both sides; GTP binding activity, % at 10 µM; 0.14% of 190,000 active; AID 759, 2007;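 active = GTP binding activity at least 20% away from the 100% baseline, either lowered as inhibitor or raised as activator; inconclusive = flagged as likely green fluorescent, judged across all proteins in the well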;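 note: 0% = unlabeled GTP competition control and 100% = no-compound control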
Target sequence (P01112 whole entry, looked up): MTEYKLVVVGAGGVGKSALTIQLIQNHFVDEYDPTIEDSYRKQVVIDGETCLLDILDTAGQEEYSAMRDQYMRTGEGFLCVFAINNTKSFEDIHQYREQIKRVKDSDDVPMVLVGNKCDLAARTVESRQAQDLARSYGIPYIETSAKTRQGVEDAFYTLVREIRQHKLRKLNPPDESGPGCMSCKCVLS
ABCB1 block = ABCB1 efflux pump inhibitors, primary screen, cell-based, multiplex, flow cytometry, ABCG2 counter-screen; ATP-dependent translocase ABCB1 (Homo sapiens), P08183; inhibition, % at 6.6 µM; CCRF-Adr cells, JC-1 efflux; 0.067% of 190,000 active; in the data active = inhibition above about 40%;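 note: 0% = vehicle and 100% = reference inhibitor; higher value means more JC-1 retained so stronger ABCB1 efflux block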
Avidin fluor = green autofluorescence of compounds with avidin beads – biophysical, 488/530 nm, flow cytometry, artefact control, profiling panel; 0.38% of 220,000 active; AID 1775, 2009; fluorescence (KMESF) at 10 µM; compound fluorescence 488/530 nm; stronger effect = higher value; in the data active = fluorescence above about 47; note: inactives centre near 10
Mcl1 Noxa PPI = Mcl-1/Noxa binding inhibitors, primary screen, biochemical, TR-FRET, 1536-well; TR-FRET Mcl-1/Noxa peptide binding, 2 h; Induced myeloid leukemia cell differentiation protein Mcl-1 (Homo sapiens), Q07820; inhibition, % at 21.7 µM; AID 1022, 2008; 1.5% of 220,000 active;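 active = compounds that cut the protein-peptide binding signal by more than 50% relative to plate controls in a single-dose test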;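 note: His-tagged Mcl-1 with rhodamine Noxa BH3 peptide and terbium anti-His antibody; 0% = Mcl-1 plus Noxa peptide wells and 100% = peptide-only wells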
Target sequence (Q07820 whole entry, looked up): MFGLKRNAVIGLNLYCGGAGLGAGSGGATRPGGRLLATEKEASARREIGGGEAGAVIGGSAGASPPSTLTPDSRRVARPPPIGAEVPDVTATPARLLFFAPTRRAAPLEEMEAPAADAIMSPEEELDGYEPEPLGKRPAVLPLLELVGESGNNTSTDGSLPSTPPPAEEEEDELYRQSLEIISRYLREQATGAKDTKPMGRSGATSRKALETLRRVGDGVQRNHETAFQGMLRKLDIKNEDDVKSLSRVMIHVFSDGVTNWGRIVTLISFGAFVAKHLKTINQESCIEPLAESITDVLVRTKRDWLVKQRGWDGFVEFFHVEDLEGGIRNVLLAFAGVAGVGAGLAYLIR
Rab2A wt mod = modulators of GTP binding to Rab2A wildtype, primary screen, biochemical, dog, bead-based flow cytometry, multiplex; GST-Rab2 wt beads, Bodipy-GTP binding; 0.19% of 190,000 active; GTP binding activity, % at 10 µM;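 active = GTP binding activity at least 20 points away from 100%, either lowered or raised; inconclusive = signal likely due to the compound's own green fluorescence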;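 note: 0% = beads with excess unlabeled GTP and 100% = no-compound control corrected for plate trend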
Rab7 wt GTP bind = modulators of GTP binding to Rab7, primary screen, biochemical, wildtype, multiplex bead flow cytometry. Rab7 GTPase wild type (dog), Bodipy-FL-GTP binding. GST-Rab7 beads, fluorescent GTP binding; actives lie on both sides; untreated = 100%, excess cold GTP = 0%. GTP binding activity (percent of control), % at 10 µM. 0.055% of 190,000 active. AID 758, 2007;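 active = fluorescent GTP binding to Rab7 beads changed by at least 20 points from the 100% baseline, either direction, mostly lower; inconclusive = compound itself probably fluorescent, or too few beads counted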;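 note: median green fluorescence of bound Bodipy-FL-GTP per Rab7 bead population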
Pf gametocyte = late stage P. falciparum gametocyte viability inhibitors, primary screen, ATP luminescence, HTS; P. falciparum stage V gametocytes, 24 h; 0.065% of 150,000 active; inhibition, % at 10.9 µM; AID 743093, 2013;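 active = inhibition above the mean plus 3 SD of compounds within the control limits, set per campaign, cut at about 38% in these data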;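 note: 0% = DMSO wells and 100% = medium only without gametocytes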
Cdc42 wt = modulators of GTP binding to wildtype Cdc42, primary screen, biochemical, multiplex bead flow cytometry, Bodipy-GTP; GST-Cdc42 beads; actives lie on both sides; percent activity (GTP binding), % at 10 µM; 0.2% of 190,000 active;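 active = percent activity GTP binding at least 20 points away from the 100% baseline, either down as inhibitor or up as activator; inconclusive = compound flagged as likely green fluorescent from well-wide comparison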;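 note: median bead fluorescence of bound Bodipy-FL-GTP at 100 nM; 0% = excess unlabeled GTP control and 100% = no compound control; below 100% means less GTP binding so inhibitor and above means activator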
Target sequence (P60953 whole entry, looked up): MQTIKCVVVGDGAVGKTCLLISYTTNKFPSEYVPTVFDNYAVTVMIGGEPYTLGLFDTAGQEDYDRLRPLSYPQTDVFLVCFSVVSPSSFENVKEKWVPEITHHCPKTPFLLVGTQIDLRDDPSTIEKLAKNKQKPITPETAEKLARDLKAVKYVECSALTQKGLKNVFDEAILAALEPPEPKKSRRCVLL
Rac1 wt modul = wildtype Rac1 GTP binding modulators, primary screen, biochemical, GST-Rac1 beads, flow cytometry, multiplex | Ras-related C3 botulinum toxin substrate 1 (Homo sapiens), P63000 | fluorescent GTP binding; actives lie on both sides; 0 = cold GTP competed, 100 = untreated | GTP binding activity (% of control), % at 10 µM | 0.27% of 190,000 active | AID 757, 2007;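 active = GTP binding activity at least 20 points away from the 100% control level, either lower or higher; inconclusive = compound flagged as likely green fluorescent, judged across all proteins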
Numbers without * were called inactive; ? = inconclusive; nt = no result given.

SMILES	ABCG2 block	Rac1 act GTP bind	HRas wt GTP bind	ABCB1 block	Avidin fluor	Mcl1 Noxa PPI	Rab2A wt mod	Rab7 wt GTP bind	Pf gametocyte	Cdc42 wt	Rac1 wt modul
COc1ccc(-n2c(=O)/c(=C\c3cccs3)s/c2=C(/C#N)C(=O)NCCN2CCOCC2)cc1	1	98	98	1.3	9	16	99	103	-2	97	99
COC(=O)c1cccc(NC(=O)Cc2ccccc2[N+](=O)[O-])c1C	10	100	101	0.6	12	11	101	104	16	102	101
COCCCNC(=O)C(C#N)c1nc2ccccc2nc1N1CCCC1 (stereo not given)	4	97	102	0.8	26	20	97	95	nt	102	101
O=C(CSc1nc(-c2ccco2)cc(C(F)(F)F)n1)NN1CCOCC1	8	98	97	1.1	11	10	98	97	nt	99	98
COC(=O)NCc1cccc(CNC(=O)OC)c1	2	95	100	0.4	19	2	95	97	nt	99	98
O=C(Nc1cnn(Cc2ccc(Cl)cc2)c1)c1cnccn1	3	92	100	0.5	18	3	97	97	nt	95	95
CC1CCCCN1CCNC(=O)CC1Oc2ccccc2NC1=O (stereo not given)	0	99	100	0.6	7	0	102	99	nt	101	99
Cn1c(NC(=O)Cc2cccs2)cc(=O)n(C)c1=O	3	95	97	-0.2	6	3	96	98	nt	97	102
CCOC(=O)c1c(C)oc2cc(Br)c(OCC(N)=O)cc12	8	96	100	-0.1	5	-13	100	97	nt	100	103
COc1ccccc1/C=C/C(=O)NCC(=O)N/N=C/c1ccccc1	4	96	97	0.4	9	1	99	102	3	93	103

Three compounds already listed, sorted by their value in Rab2A wt mod, high to low.
canonical_smiles,Rab2A wt mod
CCOC(=O)c1c(C)oc2cc(Br)c(OCC(N)=O)cc12,100
COCCCNC(=O)C(C#N)c1nc2ccccc2nc1N1CCCC1 (stereo not given),97
Cn1c(NC(=O)Cc2cccs2)cc(=O)n(C)c1=O,96

The listing continues.
SMILES	ABCG2 block	Rac1 act GTP bind	HRas wt GTP bind	ABCB1 block	Avidin fluor	Mcl1 Noxa PPI	Rab2A wt mod	Rab7 wt GTP bind	Pf gametocyte	Cdc42 wt	Rac1 wt modul
CCOc1ccc(N2C(=O)/C(=C\c3ccc(OC)c(O)c3)S(=O)(=O)C2c2cccc([N+](=O)[O-])c2)cc1 (stereo not given)	-1	92	98	-0.1	12	-12	96	99	-21	93	95
O=S1(=O)N=C(N/N=C/c2ccc(Br)o2)c2ccccc21	4	94	94	0.7	9	10	93	91	-32	90	96
O=C(Nc1cccc(OCC(=O)N2CCOCC2)c1)c1cccc([N+](=O)[O-])c1	21	95	100	0.4	9	1	101	107	nt	101	101
CC(C)CNC(=S)N(Cc1ccco1)Cc1cc2cc3c(cc2[nH]c1=O)OCCO3	8	97	99	0.7	7	8	99	93	-32	94	97
CC12CCC(C/C1=N/O)C2(C)C (stereo not given)	3	95	95	0.1	9	11	96	103	nt	95	97
CCOc1ccc(NC(=O)CCC(=O)n2nc(C)cc2C)cc1	2	97	99	0.8	10	13	98	95	nt	100	100
C=CCn1c(COc2ccccc2F)nnc1SCCN1C(=O)c2ccccc2C1=O	18	100	98	1.5	11	13	96	97	5	98	101
Cc1ccc(/C=N/n2cc(-c3ccccc3)[nH]c2=S)s1	-1	98	97	-1.0	4	54*	98	103	-3	94	96
Cn1ncc(C#N)c1NC(=O)c1nn2cccnc2c1Cl	10	97	99	0.7	15	15	97	100	nt	99	99
CC(C)CNS(=O)(=O)c1ccc(CCC(=O)N2CCOCC2)cc1	1	101	102	0.2	7	-14	100	101	nt	102	107
CCC(C)(C(=O)NC1CCCCC1)N(C)C(=O)c1ccccn1 (stereo not given)	1	95	102	0.2	13	5	102	104	8	102	100
CCOC(=O)C1=C(c2ccccc2)ON(C)C1c1ccccc1 (stereo not given)	2	99	96	0.7	13	-9	96	96	22	100	103
COc1ccc(N2C(=O)/C(=C/c3ccc([N+](=O)[O-])cc3)N=C2C)cc1	7	98	97	0.5	13	-3	97	95	14	99	99
CCn1cc(C(=O)NCCCN(C)C)c(=O)c2cc(F)c(N3CCN(C)CC3)cc21	1	100	102	0.2	47	12	102	101	nt	102	101
Clc1ccc(CSc2snnc2-c2ccccc2)cc1	0	96	99	0.0	5	9	97	99	8	98	101
C=CCc1ccc(OCC(O)CN2CCCCC2C)c(OC)c1 (stereo not given)	3	100	108	0.8	18	35	104	105	-16	106	106
CN(C)/C=C\C(=C/C(=O)C(F)(F)F)Nc1ccccc1Oc1ccccc1	13	96	98	2.0	25	67*	99	104	16	103	99
Cn1cc([N+](=O)[O-])c(C(=O)Nc2ccc(C(=O)N3CCCCC3)cc2)n1	2	101	101	0.1	6	1	100	96	1	100	106
CCOc1cc(C2NC(=O)NC(O)(C(F)(F)F)C2C(=O)c2ccccc2)ccc1OC (stereo not given)	1	93	97	0.4	3	-8	96	97	12	94	92
COc1ccc(CCN=C(N)NS(=O)(=O)c2ccc(C)cc2)cc1OC	2	99	101	0.2	17	55*	105	110	-3	101	104
CCCn1c(CN2CCCCC2C)nc2c1c(=O)n(C)c(=O)n2C (stereo not given)	0	99	102	0.3	7	10	102	98	nt	104	103
O=C(Nc1ccccc1Cl)c1ccn[nH]1	7	99	101	1.0	16	-6	100	100	nt	101	102
CN(C)Cc1c(O)ccc2c3c(c(=O)oc12)CCCCC3	1	101	102	0.5	8	7	103	101	nt	102	108
CCOC(=O)CCCCC(=O)c1[nH]c(=O)[nH]c1CSc1nc(C)cc(C)n1	1	97	102	0.5	17	-3	98	98	-1	103	102
COc1ccc2[nH]c(C)c(CCNC(=S)Nc3ccccc3OC)c2c1	0	92	98	-0.1	26	-19	97	105	-21	94	92
CCC(C)NC(=O)Nc1ccc2c(c1)N(C)C(=O)c1ccccc1S2 (stereo not given)	1	97	101	0.3	7	14	100	102	19	101	102
CNC(=S)N=Nc1c(O)[nH]c2ccccc12	-1	84	79*	0.1	4	11	72*	85	-29	80	69*
CCOC(=O)c1nn(-c2ccc(Cl)cc2)c2nnc(Cc3ccc(C)cc3)c(=O)n12	1	98	98	0.2	3	-4	100	97	-17	96	97
Cc1[nH]ncc1N=Cc1ccc([N+](=O)[O-])cc1	1	99	102	-0.1	4	-4	96	101	-4	101	105
COc1ccccc1-c1nnc(SCC(=O)NCc2c(C)c(Cl)cc(C(C)C)c2O)o1	5	93	97	1.3	24	-2	96	94	-9	96	95

One compound at a time, from the list above. Order of screens: ABCG2 block | Rac1 act GTP bind | HRas wt GTP bind | ABCB1 block | Avidin fluor | Mcl1 Noxa PPI | Rab2A wt mod | Rab7 wt GTP bind | Pf gametocyte | Cdc42 wt | Rac1 wt modul
O=C(Nc1ccccc1Cl)c1ccn[nH]1 reads 7 | 99 | 101 | 1.0 | 16 | -6 | 100 | 100 | nt | 101 | 102
CCC(C)NC(=O)Nc1ccc2c(c1)N(C)C(=O)c1ccccc1S2 (stereo not given) reads 1 | 97 | 101 | 0.3 | 7 | 14 | 100 | 102 | 19 | 101 | 102
COc1ccc2[nH]c(C)c(CCNC(=S)Nc3ccccc3OC)c2c1 reads 0 | 92 | 98 | -0.1 | 26 | -19 | 97 | 105 | -21 | 94 | 92
CNC(=S)N=Nc1c(O)[nH]c2ccccc12 reads -1 | 84 | 79* | 0.1 | 4 | 11 | 72* | 85 | -29 | 80 | 69*
COc1ccccc1-c1nnc(SCC(=O)NCc2c(C)c(Cl)cc(C(C)C)c2O)o1 reads 5 | 93 | 97 | 1.3 | 24 | -2 | 96 | 94 | -9 | 96 | 95

Carrying on:
SMILES	ABCG2 block	Rac1 act GTP bind	HRas wt GTP bind	ABCB1 block	Avidin fluor	Mcl1 Noxa PPI	Rab2A wt mod	Rab7 wt GTP bind	Pf gametocyte	Cdc42 wt	Rac1 wt modul
COc1cc2c(cc1OC)C(C(=O)N1CCN(c3ccccn3)CC1)C(c1cccs1)N(C)C2=O (stereo not given)	1	95	95	0.4	37	10	94	92	2	97	94
N/C(Cc1ccc([N+](=O)[O-])cc1)=N\OC(=O)c1ccccc1Br	7	100	99	nt	14	7	99	98	-155	98	103
O=C(C1=C[C@@H](c2coc3ccccc3c2=O)C[C@@H](OCCCCO)O1)N1CCOCC1	1	97	97	0.4	7	-10	97	96	-6	98	96
COc1ccc(CN(C(=O)c2cccs2)c2ccccc2)cc1	3	?	?	1.2	11	17	?	?	24	?	?
CN(C)/C=C1\N=C(c2cccs2)OC1=O	1	98	99	0.2	7	11	97	96	nt	101	100
COc1ccc2c(c1)[nH]c1c(=O)n(N)cnc12	2	98	99	0.1	15	5	101	102	-15	101	102
COc1cc(NC(=O)Cn2cnc3sc(C)c(S(=O)(=O)N4CCN(C)CC4)c3c2=O)cc(OC)c1OC	1	100	98	0.3	6	1	98	97	nt	100	102
COc1ccc(NC(=O)CSc2nnc(-c3cccs3)n2-c2ccccc2)cc1	4	100	101	1.0	14	-13	100	100	nt	100	101
Cc1occc1C(=O)N/N=C/c1ccc(Br)s1	20	96	96	0.1	5	-19	97	99	5	95	99
CC1(C)CC(=O)c2cc3c(N)c(C(=O)NCc4ccccc4)sc3nc2C1	1	97	102	0.5	9	-10	97	102	3	99	102
Cc1nn(Cc2ccccc2)c(C)c1N	5	97	98	0.7	1	12	94	100	14	96	104
Cc1ccc(SCC(=O)NC(C)(C)C)cc1	-4	97	98	0.2	13	-13	99	102	nt	100	104
